PfHsp40 yeast – compounds rescuing yeast from Plasmodium falciparum HSP40 toxicity; 340,000 compounds, 0.68% hits; AID 504582; S. cerevisiae expressing PfHsp40, growth rescue, ATP luminescence; growth rescue, % at 12.5 µM; in the data active = growth rescue above about 28%, passing the limit was not always enough;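 note: yeast W303a lacking pdr1 and pdr3 grown in galactose medium; growth measured after three days at 30 °C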
GDH-TPI inh – GDH-TPI coupled enzyme inhibition counter-screen; GDH-TPI coupled enzyme counterscreen, NADH absorbance; inhibition, % at 4.8 µM; 360,000 compounds, 1.2% hits; AID 588335; in the data active = inhibition above about 30%;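 note: 0% = DMSO wells and 100% = wells lacking the enzyme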
FadD28 FP inh – inhibitors of Mycobacterium tuberculosis FadD28 bisubstrate binding; FadD28 bisubstrate probe binding, fluorescence polarization; inhibition, % at 12.5 µM; 360,000 compounds, 0.22% hits; in the data active = inhibition above about 8.5%, passing the limit was not always enough
Y pestis TopoI – blocks Yersinia pestis topoisomerase I activity | Y. pestis Topo-I cleavage product accumulation, plate reader | activity, % at 10 µM | 360,000 compounds, 0.064% hits | AID 504884; in the data active = activity above about 50%, passing the limit was not always enough; note: inactives centre near 2
UGM FP inh – Mtb UDP-galactopyranose mutase inhibition. P9WIQ1. purified UGM, fluorescence polarization probe displacement. inhibition, % at 10 µM. 320,000 compounds, 0.06% hits. AID 504406; in the data active = inhibition above about 10%, passing the limit was not always enough
BioA inh – blocks M. tuberculosis BioA enzyme activity | AID 602481 | 360,000 compounds, 0.096% hits | inhibition, % at 9.99 µM | purified M. tuberculosis BioA enzyme, plate reader; in the data active = inhibition above about 40%
Vc quorum ag – induces V. cholerae light production without autoinducers | activation, % at 18.7 µM | 350,000 compounds, 0.16% hits | V. cholerae BH1578 lux reporter, luminescence, 6 h; in the data active = activation mostly above about 9.7%, no sharp cut-off; note: not every result past the cut was called active; inactives centre near 0; reference of the scale not given here
TcdB GH inh – TcdB glycohydrolase inhibition | P18177 | TcdB glycohydrolase enzymatic assay, plate reader | inhibition, % at 9.99 µM | 350,000 compounds, 0.24% hits; in the data active = inhibition above about 10%
FBA Mtb inh – inhibits M. tuberculosis FBA enzyme | P9WQA3 | inhibition, % at 1 µM | 360,000 compounds, 2.3% hits | purified M. tuberculosis FBA, fluorescence read-out | AID 588726; in the data active = inhibition above about 27%;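 note: 0% = vehicle and 100% = reference inhibitor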
* marks the source's active call; other numbers are inactive results; i = inactive; · = not tested or not shown; + = active, no number.

SMILES	Vc quorum ag	FadD28 FP inh	GDH-TPI inh	Y pestis TopoI	UGM FP inh	BioA inh	FBA Mtb inh	PfHsp40 yeast	TcdB GH inh
O=C(c1ccco1)N1CCN(C(c2ccc(Cl)cc2)c2nnnn2CC2CCCO2)CC1 (configuration not stated)	0.5	-2.0	-3	14	0.7	15	5	-0.1	·
CN(C)C1=NCCN1CCCC1CCCC1	i	0.2	8	1	1.2	-0.9	3	-1.5	0.8
CC(C)OP(=O)(c1ccc(N(C)C)cc1)C(O)c1ccc(C(C)C)cc1 (configuration not stated)	0.0	-1.1	16	18	0.0	-1.9	2	1.2	2.7
O=C(Nc1ccccc1C(=O)NCc1cccnc1)c1ccccc1Cl	-0.3	-2.0	3	5	-3.0	0.2	-1	2.4	-0.2
COc1cccc(NC2=NCCCS2)c1	0.8	-0.7	2	7	1.3	1.4	-4	-2.3	1.0
Cc1ccccc1CS(=O)(=O)c1cn(CC(=O)N2CCC(C)CC2)c2ccccc12	-0.4	-3.5	-4	4	-3.2	0.8	2	-0.6	·
CCOC(=O)[C@@H]1[C@H]2COc3ccc(Br)cc3[C@@H]2N2C(=O)N(c3ccccc3)C(=O)[C@@]12C	-2.1	-6.9	3	14	-2.4	-0.2	3	1.1	-0.2
CN1C[C@@H]2[C@@H]3C(=O)N(C)C(=O)[C@@H]3[C@](Cc3ccccc3)(C1=O)N2C(=O)c1ccc(F)cc1	-6.7	-1.8	10	4	·	-2.4	-1	-1.0	-0.1
COC(=O)N/N=C/c1ccc(-c2cccc(Cl)c2)o1	-0.2	-5.1	31*	-7	2.9	·	-6	-0.4	·
COc1ccc(Cl)cc1C(=O)NCC(C)C	-1.4	-4.1	-3	10	-2.2	-1.2	-2	-0.8	·
O=C(COc1ccccc1Cl)Nc1nnc(S(=O)(=O)N2CCCCCC2)s1	-0.2	-1.4	8	-2	1.5	-0.5	4	-1.6	1.7
CN1C[C@@H]2C[C@@H](c3cccn3-c3ccccn3)N3CCC[C@@]23C1=O	-0.1	-1.2	-2	-10	-1.9	-1.0	1	-0.5	0.5
COc1ccc(S(=O)(=O)N2CCN(CC(=O)NC3CCCC3)CC2)cc1	-0.4	0.0	2	9	0.0	2.8	1	-0.2	0.3
CC1(C)CC(=O)C=C(c2ccc(COC(=O)c3ccc(-c4ccccc4)cc3)cc2)C1=O	-0.7	-0.9	-3	7	·	-0.3	0	·	0.2
CCN1C(=O)[C@@H]2[C@@H](c3ccc(SC4CCCCC4)c(OC)c3)N3CCCC[C@@]3(C(=O)OC)[C@@H]2C1=O	-0.6	0.1	9	-4	4.8	-6.0	6	-0.8	1.7
O=C(CNC(=O)c1cccc([N+](=O)[O-])c1)NC1CCCc2ccccc21 (configuration not stated)	-2.7	0.1	-1	6	2.9	·	3	0.0	1.9
CC(NC(N)=O)C12CC3CC(CC(C3)C1)C2 (configuration not stated)	-0.7	1.9	-1	-2	-2.7	-1.7	1	-0.4	·
CNC(=O)c1sc(N2N=C3/C(=C\c4ccccc4)CCCC3C2c2ccccc2)nc1C (configuration not stated)	-8.4	0.2	4	8	·	·	0	-0.4	-0.1
CCOC(Cn1cc([N+](=O)[O-])c(=O)[nH]c1=O)OCC	i	1.0	20	7	·	-2.3	1	-1.5	0.4
CCOC(=O)c1ccc(NC(=S)NCCCN2CCCCC2)cc1	-1.7	-3.4	-1	-6	-4.2	-0.8	1	-1.6	·

Not a retest: two of the compounds above.
SMILES	Vc quorum ag	FadD28 FP inh	GDH-TPI inh	Y pestis TopoI	UGM FP inh	BioA inh	FBA Mtb inh	PfHsp40 yeast	TcdB GH inh
O=C(c1ccco1)N1CCN(C(c2ccc(Cl)cc2)c2nnnn2CC2CCCO2)CC1 (configuration not stated)	0.5	-2.0	-3	14	0.7	15	5	-0.1	·
CN(C)C1=NCCN1CCCC1CCCC1	i	0.2	8	1	1.2	-0.9	3	-1.5	0.8

The list continues:
SMILES	Vc quorum ag	FadD28 FP inh	GDH-TPI inh	Y pestis TopoI	UGM FP inh	BioA inh	FBA Mtb inh	PfHsp40 yeast	TcdB GH inh
C#CC(CC)(CC)NC(=O)c1c(C)noc1C	i	-1.9	4	0	1.4	-0.7	4	-0.3	·
Cn1cc(S(=O)(=O)CC(=O)Nc2ccc3c(c2)OCCO3)c2ccccc21	3.5	-3.0	2	-3	-0.2	-0.7	1	0.7	-0.1
CCOC(=O)c1cnn(-c2ccccc2)c1NC(=O)CCl	-0.3	-2.7	-1	-7	-1.9	·	-3	0.0	1.0
NC(=O)c1cccc(Nc2nc(C(N)COCc3ccccc3)cs2)n1 (configuration not stated)	-0.4	-4.3	5	5	·	-0.3	-2	·	-6.5
Cc1nnc(SCC(=O)NC(C)(C)C)n1CCc1ccccc1	-0.3	-0.3	5	2	1.3	-1.7	6	-1.5	·
COc1ccc(CN(C)C(=O)CCl)cc1	-0.2	-1.4	-7	0	·	·	0	-0.1	-3.7
Cc1cc(=O)[nH]c(SCC(=O)Nc2ccc(F)cc2)c1C#N	i	-2.6	-3	2	0.1	-2.2	-3	-0.9	-2.1
CC(C)(C)c1cc(NCc2ccccn2)n2ncc(-c3ccccc3)c2n1	i	-0.4	1	30	0.4	·	21	52*	1.1
CCCCC[C@H]1CN(Cc2ccccc2)C(=O)[C@@H]1CC(=O)NCc1ccccc1	1.3	-4.0	0	21	2.6	0.0	1	9.7	1.2
CC(C)NC(=S)Nc1ccc(Oc2ccccc2)cc1	i	-0.3	-2	0	1.9	0.1	-2	-1.0	·
CCOCCCn1c(=NC(=O)c2ccco2)c(C(=O)OCC)cc2c(=O)n3cccc(C)c3nc21	i	-3.3	17	-3	1.7	·	+	0.5	1.2
O=C(Nc1cc(C(F)(F)F)ccc1Cl)C(=O)N1CCCCC1	-0.5	-3.1	-7	4	4.3	·	2	0.9	0.9
Cc1sc(NC(=O)Cc2ccc3c(c2)OCO3)nc1-c1ccc2c(c1)CCN2C(=O)c1ccc(F)cc1	-0.6	-1.5	16	5	-1.1	·	1	0.1	·
COc1ccc(NC(=O)c2ccc(NC(=O)c3cccs3)cc2)cc1	·	-2.1	8	0	1.8	-1.9	3	-1.2	1.7
O=C(/C=C/c1ccccc1[N+](=O)[O-])c1ccccc1Br	-0.1	-3.2	7	-6	2.8	3.7	0	60*	0.5
c1csc(-c2nc3c4ccccc4c4ccccc4c3[nH]2)c1	0.7	-1.7	7	3	-0.6	·	58*	-1.2	·
Cc1ccc(SCC(=O)NC(=O)c2ccccc2Br)c(C)c1	-0.9	-7.5	-1	24	-1.7	-1.7	-5	3.2	2.3
O=C(Cc1c(F)cccc1Cl)N1CCN(C(=O)c2ccco2)CC1	-0.5	-4.1	-4	6	1.9	0.2	0	-0.6	-0.3
NC(=O)SCC(=O)Nc1ccc(Cl)c(Cl)c1	-0.2	-3.6	-7	3	0.9	·	3	1.2	·
Cc1ccnc(NC(=O)C2COc3ccccc3O2)c1 (configuration not stated)	-3.6	-0.9	1	1	0.7	·	2	-0.8	1.6

Single entries from the list.
Under Y pestis TopoI, CCOC(=O)c1cnn(-c2ccccc2)c1NC(=O)CCl has -7
Under GDH-TPI inh, Cc1ccnc(NC(=O)C2COc3ccccc3O2)c1 (configuration not stated) has 1
Under FadD28 FP inh, Cn1cc(S(=O)(=O)CC(=O)Nc2ccc3c(c2)OCCO3)c2ccccc21 has -3.0

Further results.
SMILES	Vc quorum ag	FadD28 FP inh	GDH-TPI inh	Y pestis TopoI	UGM FP inh	BioA inh	FBA Mtb inh	PfHsp40 yeast	TcdB GH inh
N=c1sccn1CC(=O)N1CCc2ccccc21	-0.6	-4.1	-3	1	-1.8	1.1	-3	-0.8	·
N=c1c(C(=O)NC2CCCCC2)cc2c(=O)n3ccccc3nc2n1Cc1ccc(F)cc1	-6.7	0.8	4	-1	2.5	-2.2	40*	0.2	-0.5
COc1ccc(CC(=O)OCCc2cc3cc(OC)c(OC)cc3c(=O)o2)cc1	-0.6	-1.6	9	-2	2.5	-0.7	7	-2.5	0.4
Fc1ccc(Br)cc1/C=N/N1CCN(c2ccccc2)CC1	i	0.3	4	1	-0.9	-0.7	2	0.0	-0.2
O=C(O)C1CCCCC1C(=O)Nc1ccc(Cl)cc1 (configuration not stated)	-0.2	-2.0	7	-3	-2.0	·	-2	0.9	-1.7
CC(C(=O)NC1CCCC1)N1C(=O)c2cccc3cccc1c23 (configuration not stated)	-0.2	-1.0	9	12	2.7	0.2	2	1.8	1.4
Cc1cc(C(F)(F)F)nc2c(Cl)c(C(C)(C)C)nn12	-0.6	-0.4	1	-5	4.5	-2.8	2	·	1.6
CC(C)Oc1ccc(N2CC(C(=O)Nc3ccc4c(c3)OCO4)CC2=O)cc1 (configuration not stated)	-0.4	-2.0	-2	0	-0.2	-1.7	1	-1.8	0.7
O=[N+]([O-])c1ccc(-c2ccc(/C=N/c3c(-c4ccco4)nc4ccccn34)o2)cc1	1.1	-0.3	49*	-5	0.8	·	6	-0.9	·
CC(=O)Nc1ccc(NC(=O)CCOc2ccccc2C)cc1	-0.2	-1.3	-4	-2	1.3	·	0	-0.3	-0.7
CN1OC[C@@H]2CN(C(=O)Cc3ccccc3)[C@H](c3ccccc3Br)C[C@@H]21	-0.7	-2.1	11	2	·	0.7	2	·	0.1
CS(=O)(=O)c1ccc2nc(NC(=O)CN3CCC(Cc4ccccc4)CC3)sc2c1	-15	-2.0	8	-2	0.4	-0.7	5	0.8	0.5
O=C(Nc1ccc(F)cc1F)N1CCCCC1c1cccnc1 (configuration not stated)	i	0.1	8	-3	-0.7	1.4	-4	-1.4	·
O=C(CC1SC(N2CCOCC2)=NC1=O)Nc1ccc(F)cc1 (configuration not stated)	-4.3	-0.7	9	5	-0.2	0.6	1	-1.0	1.2
O=C(CN(C1CCCCC1)S(=O)(=O)c1ccc(Br)cc1)NCc1cccnc1	-0.4	-1.9	1	14	1.7	·	1	-2.6	1.5
Cc1cc(S(=O)(=O)N2CCOCC2)ccc1OCC(=O)N1CCC(C)CC1	0.1	-3.6	-14	5	-0.9	·	3	0.0	1.6
COc1ccc(S(=O)(=O)N2CCCCC2)cc1Br	7.7	-0.8	-1	-1	2.6	-1.5	0	0.2	·
Cc1ccc(-c2nnc(-c3cccc(NC(=O)c4cccs4)c3)o2)cc1	-1.2	-5.3	-3	-4	1.0	-1.6	1	6.7	·
COC(=O)c1c(NC(=O)C2CCCCC2)sc2c1CC(C)(C)NC2(C)C	0.2	-3.0	0	-13	1.2	1.2	2	0.8	1.6
CC(=O)NS(=O)(=O)c1ccc(NC(=O)c2ccc3c(c2)NC(=O)CS3)cc1	i	-2.7	8	4	-0.8	0.4	-1	-1.0	2.3
COC(=O)CSc1nc(C)c(C)c(C)c1C(N)=O	-0.3	-2.7	3	7	3.4	·	0	-0.8	1.4
CC(C)C[C@H](NC(=O)c1[nH]cnc1C(=O)Nc1ccccc1)C(=O)OC(C)(C)C	i	-4.8	1	7	-1.2	-0.1	3	16	0.8

Screens: PubChem BioAssay, several laboratories
